HTR2A ag: agonists of mouse serotonin 5-HT2A receptor (HTR2A); CHO-K1 mHTR2A beta-arrestin complementation, luminescence; percent of 30 µM serotonin response; activation, % at 7.6 µM; P35363; hit rate 0.66% among 360,000; AID 624169;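 active = activation above a run cutoff, the mean activation of all tested compounds plus 3 SD, cut at about 14% in these data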;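 note: 0% = plate median of compound wells and 100% = 30 µM serotonin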
MC4R barr agon: agonists of human melanocortin 4 receptor (MC4R) beta-arrestin; U2OS MC4R beta-arrestin complementation, luminescence; percent of melanotan II response, DMSO zero; activation, % at 8.9 µM; P32245; AID 540308; hit rate 0.98% among 360,000;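 active = activation above a per-plate cutoff, the mean activation of sample wells on that plate plus 3 SD, cut at about 8% in these data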
PDI turbidity: blocks human protein disulfide isomerase activity; P07237; PDI insulin aggregation turbidity, A650, 90 min; inhibition, % at 10 µM; hit rate 0.052% among 350,000; AID 588391;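 active = mean inhibition across replicates of 30% or more, whatever share of single replicates reach that level; inconclusive = mean inhibition below 30% while every single replicate reaches 30%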;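 note: absorbance from insulin aggregation driven by PDI reduction with DTT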
MC4R antagonist: antagonists of human melanocortin 4 receptor (MC4R); hit rate 0.48% among 360,000; P32245; MC4R-expressing cells, MTII-stimulated cAMP, LANCE TR-FRET; inhibition, % at 6.5 µM;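 active = inhibition above its plate's cutoff, the mean of tested wells on that plate plus 3 SD, cut at about 29% in these data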;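 note: 0% = Melanotan II alone and 100% = Melanotan II plus saturating MCL0020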
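System: U2OS-MC4R stable cell line; Technique: Eu-cAMP/anti-cAMP TR-FRET, emission 671 nm; Repeats: single well per compound; Also added: Melanotan II; Dosing: one concentration, 6.5 µM nominal; Schedule: 30-min compound, 1-h challenge, 1-h detection, room temperature.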
Glyco luc inh: N-linked glycosylation inhibition. D54 ERlucT glycosylation luciferase reporter, 24 h; percent of 100 nM tunicamycin response. hit rate 0.23% among 360,000. AID 588692. reporter increase, % at 12.5 µM;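 active = mean luciferase reporter signal, scaled so untreated is 0 and the glycosylation-blocking control 100, at or above a set limit in every replicate; inconclusive = mean reaches the limit but not every replicate does; inactive = mean below the limit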;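 note: luciferase carries N-glycosylation sites so blocking glycosylation raises the light; 0% = median of neutral control wells and 100% = median of 100 nM tunicamycin wells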
Cardio protect: protects H9c2 cardiomyocytes from peroxide injury | H2O2 injury protection, ATPLite, 2 h | AID 588492 | hit rate 0.63% among 360,000 | protection from H2O2 cell death, % at 20 µM;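 active = compounds giving at least 50% protection of heart cells from peroxide-induced death in the single-dose screen, raw or plate-pattern-corrected value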;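 note: 0% = DMSO wells with peroxide and 100% = DMSO wells without peroxide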
aDG glyco act: alpha-DG glycosylation activation | Pro5-aDG cells, alpha-DG glycosylation AlphaScreen (IIH6); 0% Pro5, 100% B10-LARGE cell signal | activation, % at 10 µM | hit rate 0.22% among 360,000;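 active = activation of at least 8% versus controls, or a plate z-score of at least 8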;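 note: Pro5 are CHO cells carrying HIG-tagged alpha-DG that lacks glycosylation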
CaV13 FRET inh: Primary screen for inhibitors of IQ motif and Ca2+-dependent inactivation inhibitor domain binding in CACNA1D, Förster resonance energy transfer in living cells, …. hit rate 0.098% among 340,000. HEK cells, CFP/YFP FRET ICDI-IQ, plate reader, 10 min; percent FRET-ratio fall versus neutral wells. AID 743397. inhibition, % at 12.3 µM;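 active = mean replicate inhibition of at least 30% and at least 1% of replicates passing that level; inconclusive = only one of the two criteria is met; inactive = neither criterion is met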;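 note: 0% = median of the neutral control wells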
ABCB6 inh MLPCN: inhibitors of human ABC transporter ABCB6; Q9NP58; K562-ABCB6 porphyrin accumulation, flow cytometry, 1 h; stronger effect = lower value; fluorescence ratio to DMSO, % at 10 µM; hit rate 0.19% among 360,000; AID 602162;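 active = fluorescence ratio to DMSO below 75%, the collection mean minus 3 SD; inconclusive = too few cells collected in the well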;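 note: signal is porphyrin accumulated inside mitochondria; 100% equals median channel fluorescence of DMSO control wells; lower ratio means ABCB6 inhibition with less porphyrin fluorescence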
Target sequence (Q9NP58 whole entry, looked up): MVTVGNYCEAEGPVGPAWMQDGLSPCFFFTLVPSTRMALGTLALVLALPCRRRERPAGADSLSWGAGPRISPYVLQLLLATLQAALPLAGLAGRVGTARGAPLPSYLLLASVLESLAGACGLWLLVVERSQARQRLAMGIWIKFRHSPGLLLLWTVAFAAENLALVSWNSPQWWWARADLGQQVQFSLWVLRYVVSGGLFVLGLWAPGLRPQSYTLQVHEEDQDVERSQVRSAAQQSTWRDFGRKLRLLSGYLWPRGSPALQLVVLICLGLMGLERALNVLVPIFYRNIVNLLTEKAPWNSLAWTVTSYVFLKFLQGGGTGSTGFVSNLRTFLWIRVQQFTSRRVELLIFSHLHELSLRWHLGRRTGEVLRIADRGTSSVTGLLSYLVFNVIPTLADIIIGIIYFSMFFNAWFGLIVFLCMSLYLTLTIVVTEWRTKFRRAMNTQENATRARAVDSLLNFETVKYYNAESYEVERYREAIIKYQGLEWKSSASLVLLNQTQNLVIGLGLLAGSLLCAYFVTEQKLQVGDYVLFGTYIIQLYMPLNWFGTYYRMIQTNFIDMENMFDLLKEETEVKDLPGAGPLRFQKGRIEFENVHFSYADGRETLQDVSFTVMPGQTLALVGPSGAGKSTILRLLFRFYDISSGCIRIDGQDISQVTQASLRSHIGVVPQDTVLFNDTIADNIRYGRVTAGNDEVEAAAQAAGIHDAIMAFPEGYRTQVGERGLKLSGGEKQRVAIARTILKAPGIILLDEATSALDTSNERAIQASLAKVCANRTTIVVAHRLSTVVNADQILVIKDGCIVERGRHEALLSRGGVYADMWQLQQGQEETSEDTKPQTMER
Vif inh: inhibitors of HIV Vif; HEK293T cells, Vif self-association by quenched fluorescence, imaging, 24 h; inhibition, % at 7.49 µM; hit rate 0.35% among 340,000; in the data active = inhibition above about 50%, passing the limit was not always enough; inconclusive = no clear call, values can overlap the other calls; inactive = below about 31%; note: some results filed as inactive read as strong as hits
An asterisk follows results filed as active; ? = inconclusive; . = no result given.

Start of the listing, in advance (2 entries):
SMILES	HTR2A ag	MC4R barr agon	PDI turbidity	MC4R antagonist	Glyco luc inh	Cardio protect	aDG glyco act	CaV13 FRET inh	ABCB6 inh MLPCN	Vif inh
Cc1cc(-c2nc(C)c(-c3nnc(SCC(=O)Nc4ccc(Cl)cc4)n3C)s2)no1	0	-0.6	-3	12	-2	-3	0.1	-5	101	10
COc1ccc(N2C(=O)C(CC(=O)Nc3ccc(Cl)cc3)N(NC(=O)c3cccc(F)c3)C2=S)cc1 (stereo not drawn)	-1	0.8	-2	9	-2	3	0.1	-1	97	-9

The list itself (from the top)
SMILES	HTR2A ag	MC4R barr agon	PDI turbidity	MC4R antagonist	Glyco luc inh	Cardio protect	aDG glyco act	CaV13 FRET inh	ABCB6 inh MLPCN	Vif inh
Cc1cc(-c2nc(C)c(-c3nnc(SCC(=O)Nc4ccc(Cl)cc4)n3C)s2)no1	0	-0.6	-3	12	-2	-3	0.1	-5	101	10
COc1ccc(N2C(=O)C(CC(=O)Nc3ccc(Cl)cc3)N(NC(=O)c3cccc(F)c3)C2=S)cc1 (stereo not drawn)	-1	0.8	-2	9	-2	3	0.1	-1	97	-9
COc1ccc(N(CC(=O)NC(C)(C)C)C(=O)CCC(=O)Nc2nccs2)c(OC)c1	0	-2.6	6	3	1	-3	0.0	-1	84	-3
C[C@H](NC(=O)c1nc[nH]c1C(=O)N(C)Cc1ccccc1)c1ccccc1	-9	-0.9	-30	5	-1	1	0.3	-11	93	0
Cc1ccc2c(c1)c1c(n2CC(O)CNC(CO)(CO)CO)CCCC1 (stereo not drawn)	-6	-1.2	-5	8	-1	3	0.4	15	100	-4
O=c1cc(N2CCCCC2)c(-c2ccccc2)nn1Cc1ccccc1Cl	-5	-0.8	-14	9	-4	-14	-0.3	-3	92	-1
CCOC(=O)N1CCN(c2ncnc3c2[nH]c2ccc(OC)cc23)CC1	12	2.4	18	-4	-2	5	0.8	-5	79	-4
COc1ccc(-c2cc(C(=O)Nc3ccc(C)c(C)c3)no2)cc1	6	3.6	3	2	0	-4	0.0	-5	102	8
CCC1CCCCN1C(=O)CCCOc1ccccc1 (stereo not drawn)	-4	0.4	3	6	-8	8	0.7	-1	102	.
COc1ccc(C2c3[nH]c4ccccc4c3CCN2Cc2ccoc2)c(F)c1 (stereo not drawn)	-8	0.1	5	5	-11	-11	-0.1	-2	102	4
CCOc1ccccc1N(C)C(=O)Cn1ncc2c([nH]c3ccc(C)cc32)c1=O	1	0.1	-11	-8	3	10	0.3	-3	94	-3
O=S(=O)(N1CCCCCC1)N1CCNCC1	2	-0.9	-12	-6	1	-4	-0.2	-3	102	-1
Cc1ccc(-n2ncc3c2CC(C)(C)CC3NC(=O)CCN2CCCO2)cc1 (stereo not drawn)	4	0.2	5	4	0	2	0.0	-7	102	12
O=C(O)/C=C\C(=O)Nc1cc(O)ccc1[N+](=O)[O-]	1	-2.4	-5	2	0	-2	-0.1	-4	93	6
COc1ccc(NC(=O)C23CC4CC(C2)CC(c2ccccc2)(C4)C3)c(OC)c1	-4	-2.0	1	-4	-2	-10	-0.2	-4	94	6
O=C(O)C1=C[C@H](c2ccccc2)C[C@H](OCc2ccc(CO)cc2)O1	11	0.5	-1	-1	-1	3	-0.1	-10	111	-6
O=C(NC12CC3CC(CC(C3)C1)C2)C12CC3CC(C1)CC(n1cnc(Cl)n1)(C3)C2	6	-1.6	-2	3	1	-12	-0.2	-2	96	1
Cc1ccc(C2(c3noc(CN4CCC(C(=O)N5CCOCC5)CC4)n3)CCCC2)cc1	0	-0.5	6	11	-1	7	-0.1	-6	100	-8
COc1cc(CNC(=O)CCCCCCC(C)C)ccc1O	1	0.5	-6	3	4	-16	0.3	-5	98	?
CNC[C@@H]1Oc2ccc(NC(=O)Nc3c(C)noc3C)cc2CC(=O)N([C@H](C)CO)C[C@H]1C	5	-0.5	-1	-1	0	4	0.5	.	97	3
CCN(c1ccccc1)S(=O)(=O)c1ccc2c(c1)CCCN2C(C)=O	0	-0.7	-8	14	2	-3	0.0	-12	97	-6
O=C1CCCN1C(=O)COc1ccc([N+](=O)[O-])cc1	0	-1.9	-2	6	2	0	-0.1	-7	99	0
O=C(N/N=C/c1c[nH]c2ccc(Br)cc12)c1ccn(Cc2ccc(Cl)cc2Cl)n1	-5	0.7	13	1	-2	0	0.2	-2	80	-7
Cc1ccc(C(=O)COC(=O)c2ccco2)cc1C	1	-1.1	12	7	3	-8	0.5	-6	83	12
C=CCn1c(SC(C)C(=O)NC2CC2)nnc1-c1ccoc1C (stereo not drawn)	5	-4.0	-2	16	2	3	-0.1	-2	101	-3
Cc1ccc(NC(=S)NCc2ccc3c(c2)OCO3)c(C)c1	-1	-0.7	9	3	3	10	-0.2	-3	88	-2
Cc1ncccc1C(=O)N1CCCC(c2cc(C(=O)Nc3ccc(C(C)(C)C)cc3)no2)C1 (stereo not drawn)	-3	-0.5	-1	5	-2	-6	0.9	-5	100	-31
CCOc1ccc(NC(=O)CCNS(=O)(=O)c2ccc3c(c2)c(=O)n(C)c(=O)n3C)cc1	3	-1.4	-19	-1	-2	2	-0.1	-9	98	-2
Cc1cccc(N2CCN(C(=O)c3ccccn3)CC2C)c1 (stereo not drawn)	-4	-1.6	3	13	1	4	-0.3	-6	101	8
Cn1c(NCc2cccnc2)nc2cc(-c3cccc(C(=O)NCCO)c3)sc2c1=O	0	-0.9	-1	2	0	8	-0.1	-7	94	.
Cc1ccc(S(=O)(=O)N(C)C)cc1NC(=S)NC1CCCC(C)C1C (stereo not drawn)	-2	-3.7	3	13	-4	-6	0.0	-4	97	-5
COc1ccc(CNC(=O)CN(Cc2ccccc2F)C(=O)c2csnn2)cc1	-5	-0.2	-7	11	2	0	0.0	-3	92	4
O=C(CSc1nnnn1-c1cccnc1)Nc1ccccc1F	-5	-1.2	-6	0	1	3	0.0	-6	97	5
CCOC(=O)CSc1cc(-c2ccccc2)nc2ncnn12	0	-2.0	0	-9	7	0	0.1	-2	96	3
O=C(CSc1nc(-c2ccccc2)cc(=O)[nH]1)Nc1ccccn1	-1	-1.8	1	-1	0	20	0.3	-7	97	0
OC(CNCCC1C=Nc2ccccc21)Cn1c2ccc(Cl)cc2c2cc(Cl)ccc21 (stereo not drawn)	8	17*	2	-4	-16	-20	-0.8	-2	95	7
CCc1noc(C)c1C(=O)NCCc1ccc(F)cc1	-2	-2.2	-9	6	2	0	0.0	-5	96	-10
CC(=O)Nc1nc(N)n(-c2ccccc2)n1	-4	-0.6	1	-1	2	6	0.2	-4	96	-4
CCC(Sc1nc2cc(OC)c(OC)cc2c(=O)n1Cc1ccc(OC)cc1)C(=O)NCCOC (stereo not drawn)	-7	-1.9	13	11	1	3	-0.1	-7	103	0
COc1ccccc1C(=O)NCCCn1cc(Br)c(C)n1	-2	2.9	4	-4	2	4	-0.2	-4	96	-4
CN(C)CCCOC(=O)c1ccc(Cl)cc1Cl	-9	-1.1	9	3	2	2	0.3	-5	101	13
COc1ccc(S(=O)(=O)N(C)CC(=O)N2CCOCC2)cc1	0	2.9	1	3	-1	9	-0.4	-10	93	18
Cc1c(C(=O)NNS(=O)(=O)c2ccccc2)sc(=S)n1C	-1	-0.7	13	13	1	2	-0.1	-5	100	-11
COc1ccc(-c2csc(NCCn3c(C)nc4cc(C(F)(F)F)ccc43)n2)cc1	5	-1.8	-2	1	0	10	0.1	-11	99	-8
O=C(O)C(CC1CCCCC1)N1CCS(=O)(=O)CC1 (stereo not drawn)	3	-0.1	3	-1	2	7	-0.2	-6	101	-3
CCCNS(=O)(=O)c1cc(Cl)ccc1OC	5	-0.6	1	11	3	-1	0.2	-4	104	-2
COc1ccc(NC(=O)c2sc(SCc3ccccc3)nc2N)cc1	5	0.5	4	7	-3	8	-0.1	-6	153	-6
N/C(=N\OC(=O)COc1ccc2ccccc2c1)c1ccncc1	-1	-2.4	0	8	1	3	0.7	.	87	-17
Cc1ccc(C(C(=O)NC2CCCC2)N2CCc3ccccc32)cc1 (stereo not drawn)	0	0.7	8	10	2	-6	0.0	-8	99	4
O=C(COC(=O)C1CC(=O)N(Cc2ccccc2)C1)Nc1ccc([N+](=O)[O-])cc1Br (stereo not drawn)	4	-0.5	7	5	0	8	-0.2	-6	98	8
CCCCn1nnnc1SCC(=O)NNC(=O)c1ccco1	4	-1.2	1	-7	2	4	-0.1	-4	99	-2
O=C(NCCSCc1ccccc1)c1ccc(Cl)c(S(=O)(=O)N2CCOCC2)c1	-4	-0.2	-7	18	1	-7	0.5	-3	97	-9
CCOC(=O)CSc1nc(N)c(C#N)cc1C#N	-2	-1.9	-1	3	3	5	-0.2	-6	92	0
O=C(O)c1ccc(CN2C(=O)c3ccc(C(=O)O)cc3C2=O)cc1	-2	1.3	-4	11	1	9	-0.2	-5	100	-9
CN1C(=O)C(=O)/C(=C(/O)c2ccccc2)C1c1ccc(Br)cc1 (stereo not drawn)	-4	-0.9	-9	1	1	9	-0.1	-5	103	5
Cc1ccc(C2=Nc3ccc(Br)cc3C(c3ccncc3)=NN2)cc1	-6	-0.5	8	9	2	-1	0.0	-9	91	1
CC(C)[C@H](NC(=O)N1CC(=O)Nc2ccccc21)C(=O)N[C@@H](Cc1ccccc1)C(=O)O	0	-1.8	.	8	7	6	-0.2	.	100	-2
O=S(=O)(CCN1CCCCC1)CCS(=O)(=O)CCN1CCCCC1	1	-0.1	1	6	0	4	-0.2	-10	108	0
Cc1ccc(C2=CC(c3ccc(C)cc3)n3ncnc3N2)cc1 (stereo not drawn)	-2	0.7	0	0	0	1	-0.1	-22	95	12
Cc1nc2cc(Cl)ccc2n1-c1ccccc1	-1	-1.4	-6	-1	0	2	-0.1	-5	100	-8

More entries:
SMILES	HTR2A ag	MC4R barr agon	PDI turbidity	MC4R antagonist	Glyco luc inh	Cardio protect	aDG glyco act	CaV13 FRET inh	ABCB6 inh MLPCN	Vif inh
C/C(=N\NC(=O)c1cc(-c2ccncc2)nc2ccccc12)c1ccc(N2CCOCC2)cc1	-4	-3.1	-8	-23	2	3	0.0	4	92	5
COc1ccc(/C=C/C(=O)Nc2ccccc2C(F)(F)F)cc1OC	0	4.0	-5	20	2	8	0.1	-3	104	6
CCOC(=O)C1=C(Nc2ccc(Br)cc2)CC(C)(O)C(C(=O)OCC)C1c1ccccc1 (stereo not drawn)	0	1.2	0	4	2	3	0.8	1	88	21
CCN(CC)C(=O)c1ccc(NS(=O)(=O)c2ccc3[nH]c(=O)[nH]c3c2)cc1	12	-1.4	3	7	2	-4	0.0	-6	95	-3
CN(Cc1cccc(F)c1)C(=O)Cc1ccc(S(=O)(=O)N2CCOCC2)s1	-1	-4.2	-3	-2	0	-2	-0.1	-6	101	20
CN1CCN(C(=O)NC2CCCCC2)CC1	-2	-1.7	2	7	2	5	0.0	-4	100	11
CCCC(C)C(=O)Nc1cc([N+](=O)[O-])ccc1Cl (stereo not drawn)	1	0.0	0	11	-2	0	0.1	8	101	-9

High-throughput results as filed in PubChem BioAssay.
